LmPK inh – inhibitors of Leishmania mexicana pyruvate kinase; purified LmPK, Kinase-Glo ATP luminescence, 1 h; Potency, µM (series often up to 57.5 µM), for inactives: top-dose activity change, negative = inhibition, hits mostly inhibitors; 290,000 compounds, 0.37% hits; AID 1721; also: potency is read from the fitted curve at half-maximal effect; % is scaled to controls: 0 for no effect and ±100 for the full control effect
Target sequence (Q27686 whole entry, looked up): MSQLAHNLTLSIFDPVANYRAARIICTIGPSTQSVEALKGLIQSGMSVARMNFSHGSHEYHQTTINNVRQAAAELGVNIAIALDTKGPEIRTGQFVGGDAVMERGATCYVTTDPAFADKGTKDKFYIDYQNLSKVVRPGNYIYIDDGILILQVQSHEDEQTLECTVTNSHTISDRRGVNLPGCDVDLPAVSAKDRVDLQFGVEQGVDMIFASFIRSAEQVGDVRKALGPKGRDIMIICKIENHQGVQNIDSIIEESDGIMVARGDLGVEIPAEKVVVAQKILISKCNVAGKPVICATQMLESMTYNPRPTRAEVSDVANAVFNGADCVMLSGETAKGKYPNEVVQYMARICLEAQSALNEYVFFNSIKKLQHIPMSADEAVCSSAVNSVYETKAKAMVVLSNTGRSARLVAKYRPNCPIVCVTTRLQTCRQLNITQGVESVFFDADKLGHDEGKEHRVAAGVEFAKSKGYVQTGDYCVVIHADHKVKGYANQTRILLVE
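Purified LmPK (0.1 nM) with 0.5 mM PEP and 0.1 mM ADP in imidazole buffer pH 7.2 with MgCl2/KCl, 1 h at room temperature. ATP formed was read by luciferase luminescence and normalized to no-enzyme and uninhibited controls.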
AmpC inh no detg – blocks E. coli AmpC beta-lactamase in detergent-free assay; AID 485341; AmpC nitrocefin hydrolysis, absorbance 480 nm, 0.0001% Triton; 330,000 compounds, 0.52% hits; Potency, µM (highest dose often 57.1 µM), inactives show top-dose activity change, negative = inhibition, most hits filed as inhibitors;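 also: potency is read from the fitted curve at half-maximal effect; plate controls were no compound for no effect and no enzyme for full effect; nearly all actives have a fitted effect of over 20% in size; some results filed as inactive show a strong effect at the top dose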
Target sequence (P00811 whole entry, looked up): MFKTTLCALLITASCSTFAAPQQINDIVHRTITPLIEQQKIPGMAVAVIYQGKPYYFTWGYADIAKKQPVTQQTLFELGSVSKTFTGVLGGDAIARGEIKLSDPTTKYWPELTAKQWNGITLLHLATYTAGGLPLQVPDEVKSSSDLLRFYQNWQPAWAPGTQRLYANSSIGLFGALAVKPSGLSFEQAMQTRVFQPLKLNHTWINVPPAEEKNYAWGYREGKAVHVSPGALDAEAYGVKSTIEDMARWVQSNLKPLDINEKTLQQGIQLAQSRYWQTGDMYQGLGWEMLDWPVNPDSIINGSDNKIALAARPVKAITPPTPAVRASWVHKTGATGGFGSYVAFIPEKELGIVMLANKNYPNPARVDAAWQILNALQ
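20 mM phosphate pH 7.0 + 0.01% (detergent screen) or 0.0001% Triton X-100; 5.3 nM AmpC reagent; cpd preinc 15 min RT; nitrocefin (800 uM stock) to start; A480 q20 s × 4 min; Activity was normalised to no-enzyme and no-compound control wells.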
Tb PYK inh – blocks Trypanosoma brucei pyruvate kinase; Q57TT1; TbPYK enzyme, Kinase-Glo Plus ATP luminescence, 45 min; Potency, µM (doses to about 76.8 µM), for the others: at the top dose activity, negative = inhibition, most hits filed as inhibitors; 410,000 compounds, 0.12% hits; AID 624173; also: potency is read from the fitted curve at half-maximal effect; % is scaled to controls: 0 for no effect and ±100 for the full control effect; nearly all actives have a fitted effect of over 50% in size
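In this concentration-response screen, enzyme-free wells defined baseline while DMSO plates tracked drift. Each reaction combined TbPYK, substrate, compound and 130 uM ADP for 45 min at room temperature. Kinase-Glo Plus luminescence gave the signal.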
Pf growth 96h – P. falciparum growth inhibition at 96 hours; Potency, µM (doses to about 28.7 µM), without a hit: top-dose activity change, negative = inhibition, usual class: inhibitors; P. falciparum luciferase reporter growth, 96 h; 320,000 compounds, 6.9% hits; also: potency is read from the fitted curve at half-maximal effect; % is scaled to controls: 0 for no effect and ±100 for the full control effect
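Delayed-death screen, second-generation endpoint: infected erythrocytes, 2% hematocrit, 0.05% parasitemia final; 96 hours at 37 C, 5% CO2; luciferase detection reagent; luminescence decrease equals reduced growth.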
CHX counter – counter-screen hit for Shiga toxin inhibitors, cycloheximide | cell reporter, cycloheximide protein synthesis inhibition counterscreen | 300,000 compounds, 12% hits | max response, %; in the data active = max response mostly above about 13%, no sharp cut-off; inactive = mostly below about 14%; also: read at 38.3 µM for the half of the compounds with a filed dose; 0% is about no effect
Shiga inhibitor – inhibitors of Shiga toxin in Vero cells. Vero cells, Shiga toxin protein synthesis inhibition reporter. inhibition, % at 38.7 µM. 290,000 compounds, 9.2% hits; in the data active = inhibition mostly above about 28%, no sharp cut-off; inactive = mostly below about 43%; also: 0% is about no effect
Pf growth 48h – P. falciparum growth inhibition at 48 hours (one generation). AID 504832. P. falciparum luciferase growth in erythrocytes, 48 h. Potency, µM (titrated, usually from 28.7 µM), inactives show at the highest dose activity change, negative = inhibition, most hits filed as inhibitors. 310,000 compounds, 5.9% hits; also: potency is read from the fitted curve at half-maximal effect; % is scaled to controls: 0 for no effect and ±100 for the full control effect
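Compounds are pin-transferred into medium, infected erythrocytes (2% hematocrit, 0.1% parasitemia final) are added, and plates sit one parasite generation at 37 C in 5% CO2. Detection reagent is then added and luminescence measured.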
An asterisk follows results filed as active; ? = inconclusive; · = not tested or not shown; & = joins results of further samples; [ ] = another dose, or the depositor's remark. Unless noted, calls follow the shape of the dose curve; as a rule, active = well fitted curve in the direction sought with a large enough effect; inconclusive = small, poorly fitted or top-dose-only effect, or another doubt; inactive = no such curve, though single readings can be large; an effect the other way counts as inactive or inconclusive. Random draw from the library. About 22% of those tested had a hit in this group.

SMILES	LmPK inh	AmpC inh no detg	Tb PYK inh	Pf growth 96h	CHX counter	Shiga inhibitor	Pf growth 48h
C/C(=N\Nc1nc2ccccc2[nH]1)c1cc2ccccc2o1	?	-22%	-7%	?	25*	39*	0%
CCOc1cc(N2CCOCC2)c(OCC)cc1NC(=O)c1cccc(N(C)C)c1	1%	147%[activator]	-1%	?	-2	-7	?
O=C(CN(Cc1ccccc1)C(=O)CCC(=O)Nc1nccs1)NCc1ccc(F)cc1	-1%	-10%	-2%	-7%	-7	-10	-1%
O=C(c1ccc2c(=O)n(C3CCCC3)c(=S)[nH]c2c1)N1CCc2ccccc21	6%	-32%	1%	·	-2	-10	-3%
CC(C)c1[nH]nc2c1C(c1ccc(OC(=O)c3ccco3)cc1)C(C#N)=C(N)O2 (stereo not drawn)	1%	-34%	5%	0%	-3	-10	11%
Cc1ccccc1OCc1nc2ccccc2c(=O)n1/N=C/c1cn[nH]c1-c1ccccc1	0%	-13%	-20%	?	7	30	?
CC(=O)c1cnn(-c2cc(Oc3cccc(C)c3)ncn2)c1C	1%	·	-8%	19%	14	14	35%[activator]
O=C(Nc1ccc2c(c1)oc1ccccc12)c1cccnc1	-2%	-11%	-5%	2.1µM*	38*	58	?
O=C(c1ccc(C(F)(F)F)cc1)C1CCCN(C(=O)Cn2cnnn2)C1 (stereo not drawn)	-1%	6%	6%	18%	12	-3	4%
Cc1cccc(NS(=O)(=O)c2ccc(NC(=O)CN(c3cc([N+](=O)[O-])ccc3C)S(C)(=O)=O)cc2)c1	3%	-1%	4%	?	-4	-10	?
CCOC(=O)/C(=N\Nc1ccccc1)c1csc(Nc2ccc(C)cc2)n1	1%	-42%	2%	?	-5	1	·
CCOC(=O)N1CCN(C(=O)CSc2ncccn2)CC1	-2%	-17%	10%	16%	1	-8	22%
COc1ccc(NS(=O)(=O)c2cccc(C(=O)NNC(=O)c3ccccc3O)c2)cc1	·	-39%	-2%	4%	·	·	?
Cc1ccc(C(=O)NCCNC(=O)CN2CCCC2)cc1	2%	-17%	4%	13%	-4	-14	-1%
O=c1[nH]c(=O)n(C2CCCCCC2)c(O)c1C=NCCCN1CCOCC1	3%	-9%	-1%	9%	-2	-11	·
CCn1c(CNC(=O)c2ccc(Cl)cc2)nnc1SCC(=O)NC1=NCCS1	-6%	1%	-5%	8.3µM*	-3	-8	4%
CC(C)(C)c1ccc(S(=O)(=O)NC(Cc2ccccc2)C(=O)O)cc1 (stereo not drawn)	6%	-17%	4%	51%[activator]	9	-1	·
COc1ccc(-n2c(COc3ccc4c(c3)OCO4)nnc2SCC(=O)O)cc1	1%	-26%	0%	6%	-1	-12	32%
Cc1cccc(OCC(=O)NCCCNC(=O)c2cccnc2)c1	3%	-3%	0%	20%	-9	33	0%
CSc1ccc(/C=N/NC(=O)CNc2cccc3ccccc23)cc1	5%	-17%	2%	10%	0	9	3%
CCn1cc(Br)c(C(=O)Nc2ccc(F)c(Cl)c2)n1	-3%	-14%	-12%	4%	54*	73*	104%[activator]
CC(C)SC1=NC(C)(C)C=C(/C=C/c2c(Cl)cccc2Cl)N1	0%	-22%	3%	3.3µM*	-4	-15	·
COc1ccc2nc(SCC(N)=O)[nH]c2c1	0%	-7%	-14%	·	-2	8	11%
O=c1c2ccccc2oc2cc(-c3ccc(CN4CCOCC4)cc3)ccc12	·	152%[activator]	4%	-16%	·	·	32%[activator]
CCc1cc(CNC(=O)c2ccc(OC3CCN(C(C)=O)CC3)c(OC)c2)on1	1%	-4%	2%	0%	2	5	-10%
Cc1sc2nc(COC(=O)c3ccc(O)cc3)[nH]c(=O)c2c1C	3%	14µM*	-6%	2%	-4	-2	?
COc1cccc2c(=S)c(CCC(C)=O)c(C)[nH]c12	?	51%	?	-14%	10	13	3%
COC(=O)c1ccccc1S(=O)(=O)N(CCCN1CCOCC1)Cc1cccs1	-5%	21%	5%	-8%	-1	-1	-18%
C=CCOc1ccc(/C=C/C(=O)OCC(=O)NCCc2ccccc2)cc1	·	-23%	-1%	1%	·	·	-11%
Cc1cc(C)cc(OCCCC(=O)O)c1	-2%	-5%	-5%	-5%	-2	-3	-3%

Arranged by molecular weight (rising): some entries from above.
SMILES	LmPK inh	AmpC inh no detg	Tb PYK inh	Pf growth 96h	CHX counter	Shiga inhibitor	Pf growth 48h
Cc1cc(C)cc(OCCCC(=O)O)c1	-2%	-5%	-5%	-5%	-2	-3	-3%
COc1ccc2nc(SCC(N)=O)[nH]c2c1	0%	-7%	-14%	·	-2	8	11%
Cc1sc2nc(COC(=O)c3ccc(O)cc3)[nH]c(=O)c2c1C	3%	14µM*	-6%	2%	-4	-2	?
CC(C)SC1=NC(C)(C)C=C(/C=C/c2c(Cl)cccc2Cl)N1	0%	-22%	3%	3.3µM*	-4	-15	·
O=c1c2ccccc2oc2cc(-c3ccc(CN4CCOCC4)cc3)ccc12	·	152%[activator]	4%	-16%	·	·	32%[activator]
CCc1cc(CNC(=O)c2ccc(OC3CCN(C(C)=O)CC3)c(OC)c2)on1	1%	-4%	2%	0%	2	5	-10%

(next part)
SMILES	LmPK inh	AmpC inh no detg	Tb PYK inh	Pf growth 96h	CHX counter	Shiga inhibitor	Pf growth 48h
O=C1[C@@H]2Cc3c([nH]c4ccccc34)C(c3ccccc3)N2C(=O)CN1CCO (stereo partly drawn)	1%	12%	-6%	-2%	-3	-5	5%
CCN1CCN(c2cc(=O)n(C3CCCCC3)c(=O)[nH]2)CC1	-4%	1%	0%	0%	2	-8	3%
CCOC(=O)c1cc(CC)sc1N1C(=O)CC(Sc2ncccc2C(=O)O)C1=O (stereo not drawn)	3%	-17%	-9%	14%[5.75 µM]	-4	-7	-8%[5.75 µM]
COC(=O)c1ccccc1S(=O)(=O)N1CCC(C(=O)NCC2CCCO2)CC1 (stereo not drawn)	·	-20%	3%	12%	·	·	-3%
CCOCCn1ccc2c(OCC(=O)Nc3ccc(OC)cc3OC)cccc2c1=O	·	-17%	5%	?	·	·	1%
CCc1nnc(NC(=O)CCc2ccc(C)o2)s1	-2%	-16%	0%	-12%	-6	-11	·
COc1cccc(NC(=O)CN2C(=O)CSc3ccc(S(=O)(=O)N4CCOCC4)cc32)c1	-3%	-42%	-9%	?	12	10	?
COc1ccc(NC(=O)CN2C(=O)NC3(CCCCCCC3)C2=O)cc1	·	-20%	-1%	-19%	·	·	0%
CN(CC(=O)Nc1c(Cl)cccc1Cl)C(=O)CC1OC(=O)c2ccccc21 (stereo not drawn)	·	-27%	1%	?	·	·	?
Cc1ccccc1NC(=O)NNC(=O)c1ccc2ccccc2c1O	-8%	-55%	4%	29%	-1	24	14%
O=C(c1c[nH]c2ccc(F)cc2c1=O)N1CCCCCC1	3%	-21%	-1%	?	5	-6	9%
CSc1cccc(NC(=S)N2CCC(c3ccccc3)C2)c1 (stereo not drawn)	2%	-32%	4%	6%	20*	50*	-3%[0.00184 µM]
CCOC(=O)c1cnc2c(Cl)cccc2c1NCCCN1CCOCC1	0%	26%	-1%	8%	10	56	0%
Cn1cnc2c1c(=O)n(Cc1cccc(Br)c1)c(=O)n2C	-12%	46%	1%	·	-4	-10	-15%
CC(=O)c1ccc(S(=O)(=O)NCCC(=O)OCC(=O)N2CCCC2=O)cc1	·	8%	-2%	20%	·	·	39%[activator]
O=C(Nc1cccc(F)c1)N1CC=C(c2ccc(Cl)cc2)CC1	3%	-40%	-5%	5.9µM*	46*	75*	·
c1cncc(CNc2ncnc3ccc(-c4cccnc4)cc23)c1	·	-19%&-22%	-2%	?	·	·	?
O=C(c1ccc2c(c1)N(Cc1cccc(Cl)c1)C(=O)c1ccccc1S2(=O)=O)N1CCN(c2ccccn2)CC1	-9%	79%[activator]	2%	26%	-4	19	?
Cc1cc(C(=O)Nc2ccc(Br)cc2F)n(-c2ccccc2)n1	4%	-3%	-1%	6%	-1	16	9%[0.00184 µM]
Cc1cccc(-n2c(N)cc(=O)[nH]c2=S)c1	-8%	-16%	3%	·	-7	-9	-2%
OCCC1CN(Cc2ccccc2O)CCN1CCc1ccccc1 (stereo not drawn)	3%	21%	-9%	32%[activator]	-2	3	9.3µM*
CN(C)CCC(O)(c1ccccc1)c1ccccc1	6%	-15%	-9%	17%	-3	-10	·
Cc1ccc(C(c2nnnn2CC2CCCO2)N2CCN(c3cccc(C)c3C)CC2)cc1 (stereo not drawn)	1%	1%	0%	·	4	-10	13µM*
O=C(NC(=S)Nc1ccccc1N1CCCC1)c1ccc([N+](=O)[O-])cc1	1%	-21%	-8%	?	7	11	22%
COC(=O)C1CCN(C(=O)c2ccccc2NC(C)=O)CC1	4%	-10%	-1%	-12%	-1	-4	11%
Cn1c2ccc(F)cc2c2nnc(SCCN3CCCCC3)nc21	0%	-12%	-4%&-10%	?	4	12	?
COc1ccccc1NC(=O)c1nc(S(=O)(=O)Cc2ccccc2)ncc1Cl	0%	-29%	-4%	17%	11	34	20%
Cc1ccc(-c2nn(-c3ccccc3)cc2CC(=S)N2CCOCC2)cc1	1%	47%	7%	?	9	12	-29%
O=C(OCc1ccccc1F)c1ccc2c(c1)OCCO2	-27%	-29%	-7%	292%[activator]	33*	104*	459%[activator]
CCC(CC)c1nnc(NC(=O)[C@@H](NC(=O)c2cccc(C)c2)C(C)C)s1	7%	1%	2%	0%	-1	-3	-10%
NNS(=O)(=O)c1ccc(Sc2ccccn2)c([N+](=O)[O-])c1	7%	-49%	0%	17%	15*	36	10%
Cc1cc(C)c(C(=O)c2ccc(C(=O)N3CCCCC3)cc2)c(C)c1	-1%	96%[activator]	-1%	7%	-1	-5	?
O=S(=O)(NCc1ccc(Cl)cc1)NCc1ccc(Cl)cc1	0%	0%	27%	-5%	0	12	3%
O=C(Cn1cnc2c(cnn2-c2ccccc2Cl)c1=O)N1CCc2ccccc21	-1%	-25%	1%	·	-3	-6	?
C/C(=N\Nc1nc(-c2ccccn2)nc2ccccc12)c1ccc(F)cc1	-5%	-9%	-2%	-33%	-2	2	?
O=C(CCc1ccccc1)NC(NC(=S)Nc1ccc(Cl)cc1)C(Cl)(Cl)Cl (stereo not drawn)	1%	-24%	-3%	?	-2	-11	·
Cc1cc(OC(=O)c2ccc(C)c(C)c2)c([N+](=O)[O-])c(=O)[nH]1	-1%	-8%	0%	-8%	-2	1	5%
Cc1cc(OC(=O)c2ccco2)c(Sc2ccccc2[N+](=O)[O-])c(=O)o1	3%	-13%[11.4 µM]	4%	23%	-2	-5	0%
Clc1ccc(-c2ccc(CN3CCCCC3)o2)cc1	-2%	2%	-4%	?	25*	39*	-11%
COc1ccc(NC(=O)NC23CC4(C)CC(C)(CC(C)(C4)C2)C3)cc1	2%	-36%	-3%	·	-4	-4	?
O=S(=O)(Nc1cccc(C(F)(F)F)c1)c1cccnc1	-8%	-26%	-7%	?	1	-10	1%
